Compound activity deposited in PubChem by several laboratories.
EBV gp42 block – blocks Epstein-Barr virus glycoprotein 42 binding. Q1HVG2. Fluorescence polarization binding assay, mP read-out. inhibition, % (tested at 21.74 µM). 0.42% of 220,000 active; in the data active = inhibition above about 50%
Target sequence (Q1HVG2 whole entry, looked up): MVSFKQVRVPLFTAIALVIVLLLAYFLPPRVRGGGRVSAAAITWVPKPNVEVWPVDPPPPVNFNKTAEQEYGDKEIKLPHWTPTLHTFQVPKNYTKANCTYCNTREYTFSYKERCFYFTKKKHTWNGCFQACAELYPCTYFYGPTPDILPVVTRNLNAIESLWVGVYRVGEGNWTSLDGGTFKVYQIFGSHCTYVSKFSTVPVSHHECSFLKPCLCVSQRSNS
14-3-3 Bad PPI – disrupts binding of bovine 14-3-3 zeta to phospho-Bad peptide. inhibition, % at 21.7 µM. 0.71% of 220,000 active. TR-FRET 14-3-3zeta/Dy647-pBad peptide displacement, 1 h;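 active = inhibition above about 70%, limit read from the data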;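 also: 0% = full 14-3-3 plus peptide FRET controls and 100% = background without 14-3-3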
eIF4E-4G inh – blocks eIF4E binding to eIF4G. P63073+Q04637. TR-FRET eIF4E-eIF4GI(517-606) binding, 2 h. inhibition, % at 21.7 µM. 0.37% of 220,000 active. AID 782;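 also: 0% = full FRET control wells and 100% = background wells lacking eIF4GI fragment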
Cl transport mod – modulators of human KCC2 chloride dependent transport. Q9H2X9. KCC2 cells, thallium flux FluoZin-2 fluorescence. B-score of Tl+ flux slope (higher = more flux/activation; lower = inhibition) at 10 µM. 2.2% of 190,000 active;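 active = thallium flux slope and its plate-corrected score both differing from the plate sample mean at a set confidence after two filtering rounds, in either direction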;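 also: slope of fluorescence scaled to starting intensity during 10 to 20 s after thallium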
Thrombin inh – thrombin (human) inhibition; P00734; alpha-thrombin, Boc-VPR-AMC fluorogenic substrate cleavage; inhibition, % at 5 µM; 0.26% of 220,000 active; AID 1046;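 active = inhibition at or above 40%; inactive = inhibition below 40%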;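 also: 0% = enzyme with no compound and 100% = wells without enzyme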
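Assay system: human alpha-thrombin enzyme. Reagent: Boc-VPR-AMC substrate, 15 µM final. Compound dosing: one concentration per compound, 5 µM, with 0.2% DMSO. Incubation: room-temperature reaction. Technique: AMC fluorescence, 355/460 nm. Measure: % inhibition relative to enzyme controls and enzyme-free blanks.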
Rad51 HR inh – blocks human Rad51 in homologous recombination. inhibition, % at 10 µM. 0.085% of 200,000 active. hRad51 DNA strand exchange, fluorescence dequenching. Q06609;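 active = inhibition above 40% at the single screening dose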;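 also: 0% = DMSO control wells and 100% = blanks with heterologous ssDNA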
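System: human Rad51 nucleoprotein filaments preassembled on unlabelled ssDNA. Reagent: labelled 47-mer dsDNA for strand exchange. Schedule: 30-min compound preincubation and 15-min exchange, both room temperature. Measured by: FRET fluorescence dequenching, excitation 485 nm, emission 520 nm. Read-out: Fluorescence-based percent inhibition, control- and blank-normalised. Benchmarks: plate controls and plate blanks.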
NCF1 inh – p47phox (human) inhibition; inhibition, % at 24.7 µM; 0.53% of 220,000 active; p47phox/p22phox peptide binding, fluorescence polarization, 2 h;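 also: 0% = p47phox with labelled peptide and 100% = labelled peptide alone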
Furin inhibitor – blocks human furin protease activity; purified furin, fluorogenic substrate cleavage; inhibition, % at 30 µM; P09958; 0.061% of 220,000 active; in the data active = inhibition above about 25%; also: inactives centre near -15
Target sequence (P09958 108-714 limits assumed): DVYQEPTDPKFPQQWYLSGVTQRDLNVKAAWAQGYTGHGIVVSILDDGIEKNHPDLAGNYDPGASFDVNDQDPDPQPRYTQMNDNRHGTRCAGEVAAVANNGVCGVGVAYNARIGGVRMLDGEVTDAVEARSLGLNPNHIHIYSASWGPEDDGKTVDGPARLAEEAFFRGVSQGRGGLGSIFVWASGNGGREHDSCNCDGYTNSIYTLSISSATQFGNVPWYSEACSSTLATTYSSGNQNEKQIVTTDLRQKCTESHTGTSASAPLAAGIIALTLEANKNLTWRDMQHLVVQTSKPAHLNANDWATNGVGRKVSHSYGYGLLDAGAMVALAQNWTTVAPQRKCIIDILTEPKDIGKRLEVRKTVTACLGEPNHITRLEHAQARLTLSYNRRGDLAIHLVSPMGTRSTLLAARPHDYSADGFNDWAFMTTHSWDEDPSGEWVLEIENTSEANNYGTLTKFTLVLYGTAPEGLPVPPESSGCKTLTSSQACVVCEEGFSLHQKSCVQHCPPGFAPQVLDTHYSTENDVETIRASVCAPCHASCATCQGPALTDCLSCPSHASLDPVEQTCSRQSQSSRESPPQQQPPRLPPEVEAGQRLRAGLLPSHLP
hK5 inh – blocks human kallikrein 5 protease activity | Q9Y337 | recombinant hK5, fluorogenic AMC substrate cleavage | inhibition, % at 5 µM | 0.59% of 210,000 active | AID 873;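 active = inhibition of 40% or more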;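 also: 0% = enzyme controls without compound and 100% = no-enzyme blanks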
* marks the source's active call; other numbers are inactive results; nt = no result given; & = joins results of further samples; [ ] = dose if it differs, or a comment.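 The calls were made as follows, unless noted: active = inhibition above about 30% (limit read from the data); inactive = the rest.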 The list is partial; the hit share may differ from the screen's.

1) COc1ccccc1N1C(=O)NC(=O)/C(=C/c2ccc([N+](=O)[O-])s2)C1=O
2) Nc1ccc(C(=O)N/N=C2/CN3CCC2CC3)cc1
3) CCN(CC)CCN=Cc1c(O)n(Cc2ccccc2)c(=O)[nH]c1=O
4) CCOc1cccc(N2C(=O)CC(=O)NC2=O)c1
5) COc1ccc(C2SCC(=O)Nc3c2c(=O)[nH]n3C2CCCCCC2)cc1OC (configuration not stated)
6) O=C(Nc1ccc(Cl)cc1)Nc1nccs1
7) O=C1NC(=O)C(CCc2ccncc2)(CCc2ccncc2)C(=O)N1CCc1ccc(F)cc1
8) O=C(N/N=C/c1c(O)n(Cc2ccccc2)c(=O)[nH]c1=O)c1ccccc1

Compound	1	2	3	4	5	6	7	8
EBV gp42 block	-5	-23	-8&-40	6	-15	1	-19	15
14-3-3 Bad PPI	11	51	-3&-6	-7[fluorescence artefact?]	-17	14	-5	-1[fluorescence artefact?]
eIF4E-4G inh	3	2[fluorescence artefact?]	0&-5	3[fluorescence artefact?]	1	10	-7	-1
Cl transport mod	0.89	0.77	-1.2&-0.23	0.26	-0.025	0.032	-0.6	-0.84
Thrombin inh	-4	-5	-7&2	-9	3	-2	-2	11
Rad51 HR inh	14	-2	-2&-18	-10	1	9	8	5
NCF1 inh	-70	-11	-8&-3	-17	-20	-9	-5	-6
Furin inhibitor	-13	-21[20 µM]	-19	-7[20 µM]	-13	-11[20 µM]	-28	-9
hK5 inh	0	-19	7&0	-2	-21	-3	-4	-80

9) FC(F)(F)c1ccc(CN2CCNCC2)cc1
10) CCCCNC(=O)CN1C(=O)CN=C(c2ccccc2)c2ccccc21
11) CC(C)CNC(=O)c1c(N)n(Cc2ccco2)c2nc3ccccc3nc12
12) O=C(O)[C@H]1NC[C@H]2C[C@H]21
13) O=c1[nH]c(=O)n(-c2ccc(F)cc2)c(O)c1C=NCCN1CCCCC1
14) CN1CCCC(C(=O)c2ccccc2)C1 (configuration not stated)
15) N#CCCn1cc(C=C2C(=O)NC(=O)NC2=O)c(-c2ccccc2)n1
16) CCCCOC(=O)C1=C(N)OC2=C(C(=O)CCC2)[C@]12C(=O)Nc1ccccc12

Compound	9	10	11	12	13	14	15	16
EBV gp42 block	-1	-7	12	-13	-6	3	-5	-4
14-3-3 Bad PPI	10	-1	-4	10	-7	17[fluorescence artefact?]	5	2
eIF4E-4G inh	3	-6	4[fluorescence artefact?]	2	1	-2	3	-11[fluorescence artefact?]
Cl transport mod	0.47	0.57	nt	0.67	0.26	0.42	-0.87	-0.025
Thrombin inh	0	0	-2	-5	-2	4	-5	1
Rad51 HR inh	-9	10	-78	nt	0	-11	8	0
NCF1 inh	-41	1	-25	-7	-4	1	6	-2
Furin inhibitor	-9	-9	-24[20 µM]	-6	-5	-3[20 µM]	-3	-12
hK5 inh	-9	-2	-132	nt	4	-8	8	3

17) COc1ccc(OC)c(N2C(=O)NC(=O)C(CCc3ccncc3)(CCc3ccncc3)C2=O)c1
18) CN(C)CCNC(=O)c1cccn(Cc2cc(C(F)(F)F)cc(C(F)(F)F)c2)c1=O
19) COc1cc2c(cc1OC)C(C(=O)NC(C)C)C1CCCCN1C2=O (configuration not stated)
20) N/C(=N/[N+](=O)[O-])N1CCN(C(=O)c2ccc(Cl)cc2)CC1
21) Nc1c(C(=O)NCC2CCCO2)c2nc3ccccc3nc2n1Cc1ccco1 (configuration not stated)
22) CCCCNC(=O)Nc1ccc(C(O)(C(=O)OC)C(F)(F)F)cc1 (configuration not stated)
23) Cc1ccnc(NS(=O)(=O)c2ccc(N=Cc3c(O)n(C)c(=O)n(C)c3=O)cc2)n1
24) O=C(O)CCn1cc(C=C2C(=O)NC(=O)NC2=O)c(-c2ccc(Br)cc2)n1

Compound	17	18	19	20	21	22	23	24
EBV gp42 block	-17	-9	-12	-15	-4	8	-74	6
14-3-3 Bad PPI	12[fluorescence artefact?]	-17	1	-6	-2	-4[fluorescence artefact?]	-9	-10
eIF4E-4G inh	0[fluorescence artefact?]	0	7	0	-4	-6[fluorescence artefact?]	-2	5
Cl transport mod	-1	nt	0.5	-0.031	-0.46	nt	-0.74	0.008
Thrombin inh	-6	-6	-9	-9	-3	-2	0	-5
Rad51 HR inh	4	-8	nt	13	-39	2	nt	-14
NCF1 inh	-15	-8	-3	-5	-27	-2	-13	-4
Furin inhibitor	-17[20 µM]	-38	17	-15	-28	-9	2	-7
hK5 inh	-4	-11	3	1	-4	-8	0	-24

25) Cc1cc(OC(=O)c2cccs2)c2c3c(c(=O)oc2c1)CCCC3
26) O=P(O)(O)Cc1ccccc1OP(=O)(c1ccccc1)c1ccccc1
27) CN1Cc2c(c(C#N)c(N)n(C)c2=S)CC1(C)C
28) CN1C2C=C(N(C(=O)c3ccc(Cl)cc3)c3ccccc3)CC1CC2 (configuration not stated)
29) CCSc1cc(C2C(C#N)=C(N)Oc3n[nH]c(C)c32)c(C)o1 (configuration not stated)
30) COc1ccc(CN2CCCCC2c2cccnc2)cc1C (configuration not stated)
31) CCNc1nc(Cl)nc(NC(C)C)n1
32) Cc1nnc2n1-c1ccc(Br)cc1C(c1ccccc1Cl)=NC2

Compound	25	26	27	28	29	30	31	32
EBV gp42 block	-5	-11	52*	-16	2	-8	16	4
14-3-3 Bad PPI	-2	10	-6	21	-5	55[fluorescence artefact?]	6[fluorescence artefact?]	-5
eIF4E-4G inh	4[fluorescence artefact?]	2	2	-2	6	-8[fluorescence artefact?]	2	-35
Cl transport mod	-1.8	nt	-0.088	nt	-0.69	nt	1.3	1.4
Thrombin inh	-6	4	11	-3	-6	1	-5	-1
Rad51 HR inh	nt	nt	-100	-16	3	3	3	-5
NCF1 inh	-13	-3	8	9	-5	2	-4	-16
Furin inhibitor	-30	-10	1	-8	-12[20 µM]	-16	-16	13
hK5 inh	-33	-7	-4	-2	-2	-4	-10	-24

33) CCC(=O)N1CCN(CCN=Cc2c(O)n(C)c(=O)n(C)c2=O)CC1
34) CCOP(=O)(OCC)C(NC(=O)c1ccccc1Cl)=C(Cl)Cl
35) O=C1NC(=O)N(c2ccccc2)C(=O)/C1=C/c1ccc2c(c1)Cc1ccccc1-2
36) c1ccc(-c2[nH]c[n+](CC3CO3)c2-c2ccccc2)cc1 (configuration not stated)
37) CC(C)C(=O)c1cn(Cc2ccc(C#N)cc2)c2ccccc12
38) Cc1c(C(=O)N2CCC3(CC2)OCCO3)sc2ncnc(N(C)c3ccccc3)c12
39) COc1ccc(OC)c(/C=N/OC(=O)Nc2ccc(Cl)cc2)c1
40) C=CCN1C(=O)c2ccccc2Sc2ccc(C(=O)N3CCC4(CC3)OCCO4)cc21

Compound	33	34	35	36	37	38	39	40
EBV gp42 block	-24	2	-2	-13	-10	-18	3	-6
14-3-3 Bad PPI	-2	-11	7	-16	14	6	24	-7[fluorescence artefact?]
eIF4E-4G inh	5	-5	4	5	1	-4	8	-7
Cl transport mod	-0.23	1	-0.29	-1.1	1.2	-0.14	-0.69	nt
Thrombin inh	2	-2	3	-8	-2	5	0	1
Rad51 HR inh	1	1	13	-3	0	-4	5	nt
NCF1 inh	-2	-2	-13	31*	-4	-7	-2	-12
Furin inhibitor	-10	-17[20 µM]	-24	-18	-14[20 µM]	-8	-12	-10[20 µM]
hK5 inh	-16	-2	-12	-17	-6	8	5	-4

41) CN1[C@@H]2CC[C@H]1CC(OC(=O)C1C=Nc3ccccc31)C2 (some centres not stated)
42) CC1=C(C(=O)O)N2C(=O)[C@@H](NC(=O)CCCC(=O)O)[C@H]2SC1
43) Cn1cccc1CN1CCN(C(=O)COc2ccccc2)CC1
44) CCN(CC)P(=O)(NC(=O)C(Cl)(Cl)Cl)N(CC)CC.[Cl-].[Cl-].[Cl-].[Nd+3]
45) COC(=O)C1=C(N)Oc2c(c(=O)oc3ccccc23)[C@]12C(=O)N(C)c1ccccc12
46) Cc1onc(-c2ccccc2)c1C(=O)N1CCC2(CC1)OCCO2
47) CCOC(=O)C1C(=O)N(C)C2(C)CC1c1ccccc1O2 (configuration not stated)
48) NC1=NC(=O)C(c2ccccc2)O1 (configuration not stated)
49) O=c1oc2ccccc2c(O)c1[C@H]1c2ccc(O)cc2Oc2c1c(=O)oc1ccccc21
50) CC1CC(OC(=O)c2ccccc2)(c2ccccc2)C(C)CN1C (configuration not stated)
51) C/C(=C\c1ccc(N(C)C)cc1)[N+](=O)[O-]

Compound	41	42	43	44	45	46	47	48	49	50	51
EBV gp42 block	-2	-17	-1	-10	-8	-3	2	-9	-22	-2	-40
14-3-3 Bad PPI	-1	-5	51	23[fluorescence artefact?]	0	15	25	0	7	-3	-3[fluorescence artefact?]
eIF4E-4G inh	-3	-1	9	7	0	-6	4[fluorescence artefact?]	-1	4	0	7[fluorescence artefact?]
Cl transport mod	0.16	-0.86	0.93	nt	-0.24	0.26	0.23	-0.12	-0.37	0.085	0.48
Thrombin inh	3	-5	-4	-6	-2	-5	2	nt	1	-5	-3
Rad51 HR inh	-12	-1	-9	-7	-10	-2	2	nt	6	11	nt
NCF1 inh	-4	-5	-10	33*	-2	-20	-13	-6	-30	-9	11
Furin inhibitor	13	-24	-24	-20[20 µM]	-13	-4[20 µM]	-10	nt	-17	-11	-12[20 µM]
hK5 inh	-5	-2	-29	0	-20	-1	-12	nt	1	-6	-8

Entries above that have a Cl atom:
6) O=C(Nc1ccc(Cl)cc1)Nc1nccs1
20) N/C(=N/[N+](=O)[O-])N1CCN(C(=O)c2ccc(Cl)cc2)CC1
28) CN1C2C=C(N(C(=O)c3ccc(Cl)cc3)c3ccccc3)CC1CC2 (configuration not stated)
31) CCNc1nc(Cl)nc(NC(C)C)n1
32) Cc1nnc2n1-c1ccc(Br)cc1C(c1ccccc1Cl)=NC2
34) CCOP(=O)(OCC)C(NC(=O)c1ccccc1Cl)=C(Cl)Cl
39) COc1ccc(OC)c(/C=N/OC(=O)Nc2ccc(Cl)cc2)c1
44) CCN(CC)P(=O)(NC(=O)C(Cl)(Cl)Cl)N(CC)CC.[Cl-].[Cl-].[Cl-].[Nd+3]

Compound	6	20	28	31	32	34	39	44
EBV gp42 block	1	-15	-16	16	4	2	3	-10
14-3-3 Bad PPI	14	-6	21	6[fluorescence artefact?]	-5	-11	24	23[fluorescence artefact?]
eIF4E-4G inh	10	0	-2	2	-35	-5	8	7
Cl transport mod	0.032	-0.031	nt	1.3	1.4	1	-0.69	nt
Thrombin inh	-2	-9	-3	-5	-1	-2	0	-6
Rad51 HR inh	9	13	-16	3	-5	1	5	-7
NCF1 inh	-9	-5	9	-4	-16	-2	-2	33*
Furin inhibitor	-11[20 µM]	-15	-8	-16	13	-17[20 µM]	-12	-20[20 µM]
hK5 inh	-3	1	-2	-10	-24	-2	5	0
